# Screens as filed in PubChem.
# SENP1 inh – inhibitors of human SENP1 SUMO protease catalytic domain | inhibition, % at 10 µM | Q9P0U3 | AID 624204 | actives 0.21% (n = 360,000) | recombinant SENP1 catalytic domain, CyPet-SUMO1-YPet FRET cleavage;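 active means inhibition at least 30% at 10 µM, raw YFP signal under a set limit, fluorescence ratio 0.5 to 1.5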;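 further: 0% = enzyme with DMSO and 100% = no enzyme wells; some results filed as inactive read as strong as hits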
# Target sequence (Q9P0U3 419-644 limits assumed): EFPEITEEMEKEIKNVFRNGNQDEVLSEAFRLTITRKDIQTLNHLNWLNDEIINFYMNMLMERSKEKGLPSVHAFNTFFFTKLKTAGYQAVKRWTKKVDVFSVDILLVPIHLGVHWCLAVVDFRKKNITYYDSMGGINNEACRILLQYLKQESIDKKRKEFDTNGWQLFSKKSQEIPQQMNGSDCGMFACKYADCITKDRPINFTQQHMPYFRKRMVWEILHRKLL
#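 Test system: human SENP1 catalytic domain; medium: Tris pH 8 buffer plus EDTA, NaCl, BME, BSA, NP40, catalase; incubation: 50 min reaction at room temperature; technique: FRET, CFP and YFP emission; controls: no-enzyme low control and enzyme-plus-DMSO high control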
# SENP6 block – blocks the human protease SENP6; Q9GZR1; Recombinant SENP6 catalytic domain, aminoluciferin luminescence; inhibition, % at 10 µM; actives 1.8% (n = 330,000);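 active means inhibition above about 50% at the single tested dose, limit read from the data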;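 further: plate controls were DMSO wells with enzyme for no effect and DMSO wells lacking enzyme for full effect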
# HKDC1 inh – inhibitors of human hexokinase HKDC1. Q2TB90. AID 493160. actives 0.16% (n = 340,000). inhibition, % at 20 µM. recombinant HKDC1, G6PDH/diaphorase resazurin coupled fluorescence;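 active means inhibition above about 35% when tested at 20 µM, limit read from the data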;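 further: plate controls were DMSO wells with enzyme for no effect and DMSO wells lacking enzyme for full effect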
#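 System: Recombinant HKDC1 hexokinase | Amount: HKDC1 at 5 µg/mL | Reagent: Glucose with 1 mM ATP | Doses: Single 20 µM dose | Incubation: Reaction time 90 min, room temperature, protected from light | Signal: Coupled resazurin fluorescence, excitation 525 nm, emission 613 nm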
# SENP7 block – SENP7 protease inhibition | Q9BQF6 | recombinant SENP7, Z-RLRGG-aminoluciferin luminescence, 40 min | inhibition, % at 5 µM | actives 1.5% (n = 330,000) | AID 434973;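 active means inhibition above about 50% at the single test dose, limit read from the data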;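 further: plate controls were DMSO with enzyme for no effect and no enzyme buffer wells for full effect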
# Target sequence (Q9BQF6 706-1050 limits assumed): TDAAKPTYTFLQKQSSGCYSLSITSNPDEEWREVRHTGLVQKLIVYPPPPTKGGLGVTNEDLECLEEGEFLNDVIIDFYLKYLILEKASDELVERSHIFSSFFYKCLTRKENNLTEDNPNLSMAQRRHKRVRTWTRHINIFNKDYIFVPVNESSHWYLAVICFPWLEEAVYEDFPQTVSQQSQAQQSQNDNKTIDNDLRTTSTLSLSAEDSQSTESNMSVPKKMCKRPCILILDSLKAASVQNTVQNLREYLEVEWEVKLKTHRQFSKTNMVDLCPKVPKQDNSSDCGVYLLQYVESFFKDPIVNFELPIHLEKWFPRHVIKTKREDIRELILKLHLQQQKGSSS
# MIN6 prolif – induces beta-cell replication in MIN6 cells | proliferation, % at 10 µM | actives 0.29% (n = 330,000) | AID 2380 | MIN6 cells proliferation, ATPlite luminescence, 48 h; cells starved in 0.2% serum; 100% = growth in 10% serum;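 active means compounds whose signal lies at least 3.5 SD above the mean of all wells on their plate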;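 further: 0% = DMSO-treated cells in low-serum medium and 100% = 10% serum control; some compounds called inactive have numbers as strong as hits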
# UBC13 inh – human UBC13 polyubiquitination inhibition; AID 485273; inhibition, % at 20 µM; P61088; UBC13 polyubiquitin chain formation, TR-FRET; actives 0.47% (n = 330,000); in the data active means inhibition above about 45%, passing the limit was not always enough
# Target sequence (P61088 whole entry, looked up): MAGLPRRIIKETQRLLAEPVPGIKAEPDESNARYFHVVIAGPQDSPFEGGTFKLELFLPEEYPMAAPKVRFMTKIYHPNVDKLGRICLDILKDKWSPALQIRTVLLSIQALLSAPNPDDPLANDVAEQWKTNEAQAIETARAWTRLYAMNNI
# SENP8 block-1 – blocks the human protease SENP8. purified SENP8, Z-RLRGG-aminoluciferin cleavage, luminescence. inhibition, % at 10 µM. actives 1.2% (n = 330,000). AID 2540; in the data active means inhibition above about 50%
# Target sequence (Q96LD8 whole entry, looked up): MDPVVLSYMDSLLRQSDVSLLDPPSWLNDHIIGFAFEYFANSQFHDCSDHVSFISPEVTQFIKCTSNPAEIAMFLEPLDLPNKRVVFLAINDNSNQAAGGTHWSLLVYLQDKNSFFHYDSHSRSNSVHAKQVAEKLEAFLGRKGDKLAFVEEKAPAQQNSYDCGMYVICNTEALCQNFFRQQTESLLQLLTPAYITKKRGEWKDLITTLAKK
# PfG6PD inh – PfG6PD (Plasmodium falciparum) enzyme inhibition; PfGluPho enzyme, NADPH resazurin-diaphorase fluorescence; inhibition, % at 20 µM; actives 0.78% (n = 350,000);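 active means inhibition reaching at least a set limit at 20 µM in the primary screen, cut at about 59% in these data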;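 further: 0% = DMSO wells with substrate and 100% = DMSO wells lacking glucose-6-phosphate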
# SENP8 block-2 – inhibitors of human SENP8 protease; actives 0.64% (n = 360,000); inhibition, % at 20 µM; recombinant SENP8, Nedd8 substrate fluorescence; Q96LD8; AID 602440; in the data active means inhibition mostly above about 40%, no sharp cut-off; inactive means mostly below about 27%
# * marks the source's active call; other numbers are inactive results; . = not tested or not shown. Compounds were not picked by outcome; any-hit rate near 4%.
SMILES,SENP1 inh,SENP6 block,HKDC1 inh,SENP7 block,MIN6 prolif,UBC13 inh,SENP8 block-1,PfG6PD inh,SENP8 block-2
COc1ccc(CNC(=O)CN2C(=O)C3C4C=CC(C4)C3C2=O)cc1 (stereo not drawn),0,-5,-6,-1,2,6,7,-8,9
Cc1[nH]n(-c2ccccc2)c(=O)c1S(=O)(=O)c1ccccc1,3,-5,-3,3,-1,10,0,3,71*
C(=N\N=C\c1ccccc1)/c1ccccc1,3,83*,-8,69*,-3,0,65*,0,5
O=C(COc1ccccc1)NC1CCN(Cc2ccccc2)CC1,-10,-5,-5,9,2,20,-2,-4,18
CCN(C[C@H]1N[C@@](CC)(C(=O)OC)[C@H]2C(=O)N(Cc3ccccc3)C(=O)[C@@H]12)C(=O)c1ccc(F)cc1,2,-7,-4,8,1,8,-1,-2,-5
CCN(CC(=O)NCc1ccc(Cl)cc1)C(=O)c1cc2ccccc2o1,3,-8,-3,2,0,3,3,8,2
Nc1nc(Cl)cc(Oc2ccc([N+](=O)[O-])cc2)n1,0,-10,-1,-7,5,8,-6,-4,22
Cc1ccc(-c2ocnc2C(=O)Nc2nc(C)cs2)cc1,0,-4,0,3,0,4,-4,-6,-51
COc1ccc(C2C(C(=O)NCC3CCCO3)CCC(=O)N2c2ccc3c(c2)OCO3)cc1 (stereo not drawn),-1,5,-4,2,0,2,5,-9,10
CCOc1ccc(Cl)cc1S(=O)(=O)N1CCC(C(=O)NCC2CCCO2)CC1 (stereo not drawn),1,-13,0,4,1,-5,9,-15,14
CC1CCN(CCNC(=O)C2CCCN(c3ncnc4c3nc3n4CCCCC3)C2)CC1 (stereo not drawn),2,-9,-2,2,-2,14,5,10,7
O=C(C1=C[C@@H](c2ccc(Br)cc2)C[C@@H](OCCCCO)O1)N1CCOCC1,-2,-4,-5,2,-2,6,-4,10,19
CC(CN1CCCCC1)OC(=O)c1ccccc1Cl (stereo not drawn),-1,-4,-7,-10,-2,1,-9,8,-4
FC(F)(F)c1cccc(CNC2CCN(Cc3ccccc3)CC2)c1,0,4,-7,-4,-5,8,11,-8,20
O=C(c1cc(COc2ccc(F)cc2Cl)on1)N1CCN(C2CCCCC2)C(=O)C1,2,3,2,5,-5,10,2,18,8

# Limited to SENP7 block, for some of the entries so far:
molecule	SENP7 block
CC(CN1CCCCC1)OC(=O)c1ccccc1Cl (stereo not drawn)	-10
FC(F)(F)c1cccc(CNC2CCN(Cc3ccccc3)CC2)c1	-4

# Entries of single compounds from above:
# O=C(C1=C[C@@H](c2ccc(Br)cc2)C[C@@H](OCCCCO)O1)N1CCOCC1 as listed: SENP1 inh: -2; SENP6 block: -4; HKDC1 inh: -5; SENP7 block: 2; MIN6 prolif: -2; UBC13 inh: 6; SENP8 block-1: -4; PfG6PD inh: 10; SENP8 block-2: 19
# Cc1[nH]n(-c2ccccc2)c(=O)c1S(=O)(=O)c1ccccc1 as listed: SENP1 inh: 3; SENP6 block: -5; HKDC1 inh: -3; SENP7 block: 3; MIN6 prolif: -1; UBC13 inh: 10; SENP8 block-1: 0; PfG6PD inh: 3; SENP8 block-2: 71*

# Remaining list, next part
SMILES,SENP1 inh,SENP6 block,HKDC1 inh,SENP7 block,MIN6 prolif,UBC13 inh,SENP8 block-1,PfG6PD inh,SENP8 block-2
COc1cccc(C2NC(CC(C)C)(C(=O)O)C3C(=O)N(Cc4ccccc4)C(=O)C23)c1O (stereo not drawn),2,8,9,-10,-1,-6,-12,-21,23
Cc1ccc(NC(=O)c2ccc(S(=O)(=O)NCc3cccnc3)cc2)cc1C,1,-4,-2,-3,-2,3,-3,8,4
CC1(C)Cc2cccc(OCC(=O)Nc3ccccc3F)c2O1,-6,1,1,2,15*,2,5,-6,9
Cc1cccc(Nc2nc(CC(=O)O)cs2)c1,0,7,-11,5,1,0,-7,25,0
COC(=O)CSC1=C(C#N)C(=O)NC(c2ccccc2)S1 (stereo not drawn),-1,-15,3,-8,-5,-7,-17,4,10
O=C(NC(=S)Nc1cccc(-c2ccc(CO)o2)c1)c1cccs1,-4,-8,-6,-1,-5,5,-5,5,-23
COc1cc(C2c3c([nH]c(=O)[nH]c3=O)Nc3ccc4ccccc4c32)cc(OC)c1OC (stereo not drawn),-3,2,37*,-2,-1,-37,-4,-4,-370
O=C1CCC(=O)N1c1cccc(-c2nc3ccccc3o2)c1,-2,7,-2,-2,-2,6,4,-19,-1
O=C(c1c(Cl)nc2sccn12)N1CCCc2ccccc21,1,-18,8,-4,-1,9,3,2,2
CCS(=O)(=O)c1ccc(O)c(N2C(=O)C3C4C=CC(C4)C3C2=O)c1 (stereo not drawn),1,-16,-5,-7,0,-1,-6,-16,7
O=C(CC1OC(=O)c2ccccc21)Nc1cccc(S(=O)(=O)N2CCCCCC2)c1 (stereo not drawn),0,3,2,4,1,-6,3,1,13
O=C(Nc1ccc(Cl)cc1)C1CCCN(C2=NS(=O)(=O)c3ccccc32)C1 (stereo not drawn),2,-6,-2,7,0,10,-3,0,11
CC12CCC(C(NC(=S)NN)C1=O)C2(C)C (stereo not drawn),-1,.,2,.,.,.,.,9,8
COc1ccc(-c2noc(CCC(=O)N3CCN(c4ccccc4Br)CC3)n2)cc1,-2,.,-4,1,.,.,.,-6,6
OC(CN1CCOCC1)Cn1c2ccccc2c2ccccc21 (stereo not drawn),1,-3,-5,-10,-2,-2,-6,8,5
O=C(CCNC(=O)c1ccc(Br)cc1)Nc1ccc(S(=O)(=O)Nc2ncccn2)cc1,-11,1,-4,-2,-2,0,14,-8,-54
O=C(Cn1cnc2c(nnn2Cc2ccc(F)cc2)c1=O)Nc1ccc2c(c1)OCCO2,0,5,-3,0,-3,8,0,2,-1
CN1CCc2c(sc3c2C(=O)NC(c2cccc(OC(=O)c4cccs4)c2)N3)C1 (stereo not drawn),-41,20,1,7,3,0,0,24,-364
CC(=O)c1cccc(NC(=O)NCCc2c[nH]c3ccccc23)c1,0,9,-5,-6,-1,8,10,1,0
COc1cc(/C=C(\C#N)C(=O)NCC2CCCO2)ccc1OCC(=O)O (stereo not drawn),-6,-5,9,-4,7,-2,-3,6,-31
Cc1ccccc1CNS(=O)(=O)c1c(C(=O)N2CCCC2)c(C)n(C)c1C,1,-3,4,2,2,-4,0,-5,13
COc1ccc(C(=O)c2coc3ccc(O)c(CN4CCOCC4)c23)cc1,0,2,-2,11,1,4,-3,2,-1
O=C(c1cc(COc2cccc(C(F)(F)F)c2)on1)N1CCC(Oc2cccnc2)CC1,0,3,0,12,-5,-6,-4,9,5
Cc1cc(S(=O)(=O)N2CCOCC2)c(C)s1,0,7,-6,-1,0,2,5,-2,8
O=C(Cc1csc(NC(=O)Nc2cccc(Cl)c2)n1)NCc1cccnc1,-5,2,1,-1,-2,8,-8,10,-5
Cc1ccc(C2=NN(C(=S)Nc3ccccc3)C(c3ccco3)C2)cc1 (stereo not drawn),-7,5,1,4,1,4,0,44,13
CC(C)NC(=O)c1ccc(CN2CCc3ccccc3C2)cc1,-2,-8,-5,2,-3,2,8,-1,44*
CC(Sc1nnc(COc2ccc([N+](=O)[O-])cc2)n1C)C(=O)O (stereo not drawn),0,1,-6,-8,-2,-9,6,1,6
N#Cc1ccc(COC(=O)CCc2c[nH]c3ccccc23)cc1,-1,-3,3,-2,0,7,2,10,12
O=C(NCCCN1CCOCC1)C1CCN(S(=O)(=O)c2c(Cl)cccc2Cl)CC1,1,-16,-2,11,1,2,-3,10,0
O=C(c1ccco1)[C@@H]1[C@@H]2C(=O)N(c3ccc(F)cc3)C(=O)[C@@H]2[C@H]2C=Cc3ccccc3N21,-27,.,-2,.,.,.,.,18,-20
CCOC(=O)C1CCN(Cc2cccc(OC)c2)CC1,0,-11,-10,3,-1,5,3,12,16
COc1cccc(CN2C(=O)C3(C(C#N)=C(N)OC4=C3C(=O)CCC4)c3ccccc32)c1 (stereo not drawn),0,-29,13,1,-2,2,4,10,3
O=C(Nc1cccc(Cl)c1N1CCOCC1)c1ccc(Br)o1,2,6,-1,-8,-1,12,-6,0,2
O=c1c2c([nH]n1-c1ccccc1)CCSC2,1,9,1,-2,0,-6,-5,-27,46*
Cc1ccc(C(O)c2ccc(-n3ccnc3)cc2)cc1 (stereo not drawn),3,-21,-1,0,1,2,5,-1,6
O=C1CCC([N+](=O)[O-])C(c2cc(Br)ccc2F)N1 (stereo not drawn),0,-10,-2,5,-1,0,0,-2,17
CCc1ccc(/C=C2\Oc3cc(OC(=O)N4CCOCC4)ccc3C2=O)cc1,-12,0,6,-10,0,2,-14,13,-76
Cc1nc2ccccc2cc1C(=O)Nc1ccccc1Cl,0,-5,-5,8,-2,-4,-3,11,13
CC1CCC(NS(=O)(=O)c2ccc3c(c2)n(C)c(=O)c(=O)n3C)CC1 (stereo not drawn),0,2,-4,7,0,-5,0,-1,-46
CCN1CCN(C(=O)c2cnn3c(C(F)F)cc(-c4ccc(C)cc4)nc23)CC1,-1,-8,-4,-6,-4,10,-7,-3,-199
Cc1cc(C)nc(N/N=C/c2ccccc2Cl)n1,3,26,2,33,1,6,12,-1,17
Cc1cc(C)c2[nH]c(=O)c(CN(Cc3cccnc3)C(=S)NCCCN(C)C)cc2c1,1,-7,-4,7,1,4,4,1,-56
CN(CC(=O)Nc1ccc(Cl)c(C(F)(F)F)c1)C(=O)C1CCCO1 (stereo not drawn),0,-4,-2,3,-3,-3,-8,11,5
O=C(NCC1(O)CCCCC1)C1CCC(=O)N(Cc2ccccc2F)C1 (stereo not drawn),0,-4,-2,-3,-1,0,-8,-6,6
C[C@H](CO)N1C[C@H](C)[C@@H](CN(C)Cc2ccc(Oc3ccccc3)cc2)Oc2c(NC(=O)c3ccncc3)cccc2C1=O,0,2,5,9,-6,6,4,4,18
O=C(COC(=O)C(CO)NS(=O)(=O)c1ccc(Br)cc1)Nc1ccc2c(c1)OCCO2 (stereo not drawn),0,-11,-6,-10,-4,-5,-3,6,-3
COc1cc2nc(CN3CCN(S(=O)(=O)c4ccc(Cl)cc4)CC3)[nH]c(=O)c2cc1OC,2,-14,5,8,1,-9,6,5,15
CCOc1ccccc1NC(=O)c1ccc2nc[nH]c2c1,-2,-37,-5,-9,-1,-3,-12,-6,9
CN1C(=O)NC(c2ccc(O)cc2)C(C(=O)c2cccs2)C1(O)C(F)(F)F (stereo not drawn),2,-8,0,-6,-1,-5,-2,-20,5
Cc1ncc(C[n+]2csc(CCOC(=O)C34CC5CC(CC(C5)C3)C4)c2C)c(N)n1,0,-4,9,-1,-3,11,1,-1,-5
COc1ccccc1NS(=O)(=O)c1cccc(NS(=O)(=O)c2cc(C(=O)O)ccc2OC)c1,4,-9,-2,-4,-1,-17,-11,1,9
CC(=O)N1CCN(C(=S)NC(=O)c2ccc(S(=O)(=O)N3CCOCC3)cc2)CC1,-1,-27,14,4,-1,2,-5,-3,15
O=C(Nc1cc(Cl)ccc1N1CCOCC1)c1ccc(F)c(S(=O)(=O)N2CCOCC2)c1,-1,-33,-4,-3,-1,1,-20,10,4
COC(=O)[C@H]1C[C@H](C(=O)O)[C@@H](C)C1(C)C,4,-11,-6,-9,-5,-4,-6,-2,27

# Copied from the list:
# Value of COc1ccccc1NS(=O)(=O)c1cccc(NS(=O)(=O)c2cc(C(=O)O)ccc2OC)c1 in MIN6 prolif: -1
# Value of Cc1ncc(C[n+]2csc(CCOC(=O)C34CC5CC(CC(C5)C3)C4)c2C)c(N)n1 in MIN6 prolif: -3
# Value of C[C@H](CO)N1C[C@H](C)[C@@H](CN(C)Cc2ccc(Oc3ccccc3)cc2)Oc2c(NC(=O)c3ccncc3)cccc2C1=O in SENP8 block-2: 18
